# Assay outcomes: PubChem, National Center for Advancing Translational Sciences (NCATS)
# GLP-1R inv ag: acts as inverse agonist at human GLP-1 receptor; P43220; HEK293 GLP-1R CRE-luciferase, luminescence, 24 h; GLP-1R form is constitutively active; Potency, µM (top dose mostly 38.3 µM), for the others: at the highest dose activity change, negative = inhibition, most hits filed as inhibitors; actives 1.6% (n = 410,000); also: potency is read from the fitted curve at half-maximal effect; % is scaled to controls: 0 for no effect and ±100 for the full control effect; nearly all actives have a fitted effect of over 55% in size
# Target sequence (P43220 whole entry, looked up): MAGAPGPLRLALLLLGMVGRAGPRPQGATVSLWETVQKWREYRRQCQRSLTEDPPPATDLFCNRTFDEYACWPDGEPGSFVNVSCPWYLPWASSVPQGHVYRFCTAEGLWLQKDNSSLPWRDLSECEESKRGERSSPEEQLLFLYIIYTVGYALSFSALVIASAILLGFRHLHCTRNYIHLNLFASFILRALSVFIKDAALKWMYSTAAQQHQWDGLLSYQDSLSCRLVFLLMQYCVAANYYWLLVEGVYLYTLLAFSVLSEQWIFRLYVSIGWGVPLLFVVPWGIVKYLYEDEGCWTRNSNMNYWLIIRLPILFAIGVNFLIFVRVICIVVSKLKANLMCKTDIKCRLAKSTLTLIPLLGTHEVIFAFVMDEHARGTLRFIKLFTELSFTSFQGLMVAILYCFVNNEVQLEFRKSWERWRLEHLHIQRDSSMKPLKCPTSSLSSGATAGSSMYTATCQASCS
#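 GLP-1R inverse agonism mode: basal reporter luminescence in engineered HEK293 cells measured after one day of compound exposure at 37 deg C, with a 12 min room-temperature detection step.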
# GLP-1R agonist: activates the human GLP-1 receptor | actives 0.007% (n = 380,000) | P43220 | HEK293 GLP-1R CRE-luciferase, luminescence, 4-6 h; cells express a hypersensitive GLP-1R form | Potency, µM (series often up to 45.6 µM), for the others: at the top dose activation, most hits filed as activators; also: potency is read from the fitted curve at half-maximal effect; % of control where 0% means no effect
# GLP1R cytotox: cytotoxic in the GLP-1 receptor inverse agonist counter-screen. HEK293 cAMP-luciferase reporter cells, luminescence, 24 h. Potency, µM (series often up to 38.3 µM), for the others: at the highest dose activity change, negative = inhibition, actives largely listed as inhibitors. actives 0.13% (n = 410,000);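 also: loss of luciferase light is scored as toxicity; potency is read from the fitted curve at half-maximal effect; % is scaled to controls: 0 for no effect and ±100 for the full control effect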
#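 Luminescence readout: signal drop marks cytotoxicity. Plated cells grew 12 h at 37 °C, 5% CO2, received 23 nL compound for 24 h, then got luciferase reagent, read after 12 min at RT.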
# DRD3 antagonist: D3 dopamine receptor (human) antagonism; P35462; D3R cells, DiscoveRx beta-arrestin luminescence, antagonist mode; active compounds read low; max response, negative = inhibition, %; actives 2.5% (n = 360,000); AID 652054; in the data active = max response below about -50%; inconclusive = no clear call, values can overlap the other calls; also: % is scaled to controls: 0 for no effect and ±100 for the full control effect; mostly tested at two doses, the higher about 12 µM
# Target sequence (P35462 whole entry, looked up): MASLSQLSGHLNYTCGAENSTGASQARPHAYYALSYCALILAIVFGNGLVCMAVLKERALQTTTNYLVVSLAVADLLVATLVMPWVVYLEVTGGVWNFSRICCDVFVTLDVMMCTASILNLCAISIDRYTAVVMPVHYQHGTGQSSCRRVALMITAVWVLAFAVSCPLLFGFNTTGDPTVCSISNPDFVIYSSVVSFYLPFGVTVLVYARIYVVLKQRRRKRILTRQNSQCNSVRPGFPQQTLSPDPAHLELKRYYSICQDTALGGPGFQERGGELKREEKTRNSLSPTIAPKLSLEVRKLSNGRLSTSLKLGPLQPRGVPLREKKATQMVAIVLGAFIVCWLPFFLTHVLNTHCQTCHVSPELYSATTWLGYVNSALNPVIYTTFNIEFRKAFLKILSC
#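 Cells plated overnight at 1500 cells/well, then exposed to library compounds with dopamine controls for 90 minutes at 37 degrees C. DiscoveRx reagent added for 30–60 minutes at room temperature; luminescence read, quantitative HTS format.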
# aSyn yeast inh: rescues yeast growth from alpha-synuclein toxicity | Yeast expressing alpha-synuclein, growth rescue, BacTiter-Glo, 24 h | actives 0.14% (n = 370,000) | AID 652106 | Potency, µM (top dose mostly 46.1 µM), for inactives: top-dose growth rescue (activation), most hits filed as activators; also: potency is read from the fitted curve at half-maximal effect; % of control where 0% means no effect; nearly all actives have a fitted effect of over 65% in size
#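 Readout is rescue of growth in alpha-synuclein-expressing yeast, so inhibitors of toxicity appear as activators. Growth after 24 hr at 30 deg C in galactose medium is quantified by luminescence.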
# PTHR1 agonist: agonists of human PTHR1 parathyroid hormone receptor. Q03431. HEK293 GP2 PTHR1 cells, GloSensor cAMP luminescence, 1 h. Potency, µM (doses to about 115 µM), inactives show at the highest dose activation, hits mostly activators. AID 743266. actives 0.075% (n = 410,000); also: potency is read from the fitted curve at half-maximal effect; nearly all actives have a fitted effect of over 55% in size; some results filed as inactive show a strong effect at the top dose; inactives centre near -15; many of its hits are not listed in these tables
#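 HEK-293-derived GP2 cells expressing PTHR1 and a GloSensor cAMP reporter, 3,000/well, plated overnight, given luciferin plus IBMX (each 0.5 mM as added) for 1 h at 37 °C, then compound for 1 h at 37 °C. Luminescence was read after 15 min at room temperature.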
# D3 ag: agonists of human D3 dopamine receptor. P35462. D3R DiscoveRx beta-arrestin cells, luminescence, 90 min. max activation, %. actives 0.58% (n = 410,000); in the data active = max activation above about 30%; also: 0% is about no effect; mostly tested at two doses, the higher about 12 µM
#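 Agonist-mode cell screen: cells plated at 1500/well and incubated overnight at 37 °C, then exposed to library compounds for 90 min at 37 °C. Detection reagent was added for 30–60 min at room temperature, and luminescence was read.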
# TDP43 rescue: TDP-43 toxicity inhibition in yeast; TDP-43 expressing yeast growth rescue, BacTiter-Glo, 24 h; Potency, µM (titrated, usually from 46.1 µM), for the others: at the top dose growth rescue (activation), hits mostly activators; actives 1.8% (n = 410,000); AID 652104; also: potency is read from the fitted curve at half-maximal effect; % of control where 0% means no effect; nearly all actives have a fitted effect of over 50% in size
#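 Luminescence from BacTiter-Glo reports growth of TDP-43-expressing yeast after 24 hr at 30 deg C with compound. Cells were raffinose-pregrown to mid-log, then seeded in galactose medium at OD600=0.02.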
# KB-V1 cytotox: kills drug-selected multidrug resistant KB-V1 cells | KB-V1 MDR cells viability, CellTiter-Glo, 72 h | Potency, µM (series often up to 46.1 µM), for inactives: at the highest dose activity change, negative = cytotoxicity, actives largely listed as cytotoxic | actives 3.4% (n = 400,000) | AID 1347076; also: potency is read from the fitted curve at half-maximal effect; % is scaled to controls: 0 for no effect and ±100 for the full control effect; nearly all actives have a fitted effect of over 60% in size
#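 Drug-selected KB-V1 cells, grown in DMEM lacking phenol red with 10% FBS, receive compound titrations; after three days at 37 degrees C, surviving cell ATP is quantified by CellTiter-Glo luminescence and responses normalized and curve-fitted.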
# The depositor's hits bear a star; i = inactive; ? = inconclusive; nt = not tested or not shown; [ ] = remark or other dose. Unless noted, calls follow the shape of the dose curve; as a rule, active = well fitted curve in the direction sought with a large enough effect; inconclusive = small, poorly fitted or top-dose-only effect, or another doubt; inactive = no such curve, though single readings can be large; an effect the other way counts as inactive or inconclusive. An excerpt; count on the stated rates, not on these rows.
SMILES,GLP-1R inv ag,GLP-1R agonist,GLP1R cytotox,DRD3 antagonist,aSyn yeast inh,PTHR1 agonist,D3 ag,TDP43 rescue,KB-V1 cytotox
Cc1cccc(NC(=O)/C(=C/c2cccc([N+](=O)[O-])c2)NC(=O)c2cccs2)c1,6%,2%,-16%,-17,-1%,i,-9,-30%,-20%
CCCC1(CCC)NC(=O)N(CC(=O)N2CCc3ccccc32)C1=O,-4%,19%,13%,-19,3%,1%,0,7%,16µM*
O=C(O/N=C1/CCCc2occc21)c1ccc(F)cc1,14%,-7%,5%,0,-10%,-32%[inhibitor],2,21%,4%
CCOC(=O)CC1C(=O)NCCN1Cc1cccc(OC)c1 (stereo not given),-13%,1%,0%,-2,4%,-16%,-6,8%,?
COc1ccc2c(c1)c1c(c(=O)n(-c3ccc(F)c(Cl)c3)c(=O)n1CC(N)=O)n2C,15%,-1%,5%,nt,nt,-5%,7,?,0%
O=C1CC(N(C(=O)c2ccco2)c2ccc(F)cc2)C(=O)N1c1ccc(F)cc1 (stereo not given),4%,-8%,-1%,4,-11%,-3%[57.5 µM],1,17%,-6%
COc1ccc(-n2nc(C)c3sc(C)nc3c2=O)cc1,21%,5%,3%,6,1%,i,-6,11%,-8%
COc1ccc(C(=O)/C=C/c2cc(OC)c(O)c(OC)c2)c(F)c1,?,-1%,?,-20,-3%,-9%,-3,?,?
COc1ccccc1-c1cc(C(=O)N2CCN(S(=O)(=O)c3ccc(C)cc3)CC2)[nH]n1,19%,2%,-1%,-12,-25%,-12%,-6,-10%,-11%
CCOC(=O)N1CCC2(CC1)C(C#N)=C(N)OC1=C2C(=O)CC(C)(C)C1,4%,-1%,9%,-24,-11%,-7%[57.5 µM],-9,-11%,2%
CC(C)(C)NCC(=Cc1ccccc1)C(=O)c1ccccc1,?,-28%,5µM*,?,-4%,-39%[inhibitor],-15,-2%,?
CC(=NCC1CCCO1)C1=C(O)CC(C)(C)CC1=O (stereo not given),-1%,6%,-9%,0,-5%,-23%,2,1%,12%
Clc1ccc(CN2CCSCC2)cc1Cl,?,1%,-4%,-11,-1%,-53%,-14,21%,21%
CCC(=O)Nc1cccc(OCc2cc(=O)n3cc(C)ccc3n2)c1,5%,nt,1%,nt,nt,i,-8,0%,nt
O=C(Nc1ccc2c(c1)CCC2)c1ccc(F)cc1,?,-12%,-2%,-5,-13%,-30%[inhibitor],5,-10%,-22%
CC/C(=N\NC(=O)c1c(C)nc2ccccn12)c1ccc(Cl)cc1,11%,6%,1%,7,-12%,-13%,0,-21%,1%
Cc1c(Cl)cccc1NC(=O)NC1CCCCC1,2%,5%,-6%,9,0%,-1%[57.5 µM],-1,10%,7%
CCC(=O)N1CCc2cc(Br)cc(S(=O)(=O)N3CCN(C(=O)c4ccco4)CC3)c21,-31%,-4%,-10%,44,1%,i,3,6%,6%
CN(C)S(=O)(=O)c1cccc(NC(=O)c2ccccc2SCC(=O)N2CCCC2)c1,17%,4%,-26%,63,6%,-19%,3,1%,?
Cc1cc(C)nc(/N=C(\N)Nc2ccc(-c3ccccc3)cc2)n1,?,1%,?,3,11%,-30%,10,20%,16µM*
Clc1ccc(C=Cc2ccccn2)c(Cl)c1,?,17%,-15%,6,-18%,-10%,6,-14%,-2%
CC(C)=CCc1c([C@@H]2CCc3ccc(O)cc3O2)cc2c(c1O)OC(C)(C)C=C2,?,0%,2%,11,18%,-9%,-20,?,?
O=C(NCc1ccccn1)C(C(=O)c1ccc(F)cc1)n1ccccc1=O (stereo not given),4%,-6%,-21%,13,-6%,i,2,4%,0%
COCCn1c(SCC(=O)Nc2ccc(NC(C)=O)cc2)nc2c([nH]c3ccccc32)c1=O,33%[activator],-1%,-2%,8,1%,i,5,15%,3%
CC(=O)c1ccc(S(=O)(=O)N(C)CC(=O)N2CCCCCC2)cc1,36%[activator],4%,-16%,-16,8%,i,1,8%,0%

# Among those listed so far, 3 contain a furan ring, fused or not:
SMILES,GLP-1R inv ag,GLP-1R agonist,GLP1R cytotox,DRD3 antagonist,aSyn yeast inh,PTHR1 agonist,D3 ag,TDP43 rescue,KB-V1 cytotox
O=C(O/N=C1/CCCc2occc21)c1ccc(F)cc1,14%,-7%,5%,0,-10%,-32%[inhibitor],2,21%,4%
O=C1CC(N(C(=O)c2ccco2)c2ccc(F)cc2)C(=O)N1c1ccc(F)cc1 (stereo not given),4%,-8%,-1%,4,-11%,-3%[57.5 µM],1,17%,-6%
CCC(=O)N1CCc2cc(Br)cc(S(=O)(=O)N3CCN(C(=O)c4ccco4)CC3)c21,-31%,-4%,-10%,44,1%,i,3,6%,6%

# The main list resumes with the 3 entries that preceded the break.
SMILES,GLP-1R inv ag,GLP-1R agonist,GLP1R cytotox,DRD3 antagonist,aSyn yeast inh,PTHR1 agonist,D3 ag,TDP43 rescue,KB-V1 cytotox
O=C(NCc1ccccn1)C(C(=O)c1ccc(F)cc1)n1ccccc1=O (stereo not given),4%,-6%,-21%,13,-6%,i,2,4%,0%
COCCn1c(SCC(=O)Nc2ccc(NC(C)=O)cc2)nc2c([nH]c3ccccc32)c1=O,33%[activator],-1%,-2%,8,1%,i,5,15%,3%
CC(=O)c1ccc(S(=O)(=O)N(C)CC(=O)N2CCCCCC2)cc1,36%[activator],4%,-16%,-16,8%,i,1,8%,0%
COc1ccc(CC(=O)NNC(=O)CSc2nnc(Cc3ccc(OC)cc3)n2-c2ccccc2)cc1,-8%,20%,4%,16,3%,i,2,3%,25%
CCCc1c(O)nc(SCC(=O)NCc2ccco2)[nH]c1=O,5%,0%,-3%,-2,0%,i,4,-13%[9.22 µM],14%
COC(=O)c1cc(NC(=O)CCc2c(C)nc3c(c(C)nn3C(C)(C)C)c2C)cc(C(=O)OC)c1,-13%,-1%,-15%,nt,nt,i,2,17%,13%
O=S(=O)(c1ccc(SCCOc2cccc(Br)c2)nc1)N1CCCC1,?,0%,5%,14,1%,-25%,3,-6%,?
COC(=O)c1cc(S(=O)(=O)NCc2ccc3c(c2)OCO3)cn1C,?,2%,-3%,5,3%,-2%,12,11%,?
O=C(NNC(=O)c1ccccc1C(=O)O)c1ccc(S(=O)(=O)N2CCCCC2)cc1,3%,4%,6%,-6,7%,-34%[inhibitor],5,3%,5%
CSc1ccc(CN(C)C(=O)c2cc(=O)c3ccccc3o2)cc1,-24%,29%,-7%,2,0%,i,0,?,-9%
O=C(NCc1ccccn1)c1ccc(Cl)c(S(=O)(=O)N2CCCCC2)c1,-1%,10%,-5%,2,0%,-24%,-9,0%,?
O=C(O)c1cccc(N/N=C/c2cc(Br)cc(Br)c2O)c1,0%,-8%,80%[activator],-64*,11%,-13%,-7,-70%[inhibitor],6%
O=C(O)CSc1nnc(COc2cccc3ccccc23)o1,1%,0%,-1%,7,3%,i,-3,12%,5%
NC(=O)CNC(=O)[C@@H]1CC2(CC(c3cccc(Br)c3)=NO2)CN1C(=O)c1ccc(Br)cc1 (stereo not given in full),-17%,-3%,-7%,2,1%,-20%,3,6%,27%
CCOC(=O)c1ccc(NC(=O)C2CCN(S(=O)(=O)Cc3ccccc3)CC2)cc1,-9%,nt,-9%,nt,nt,i,1,15%,11%
COC(=O)c1c(C)[nH]c(C)c1-c1cccc([N+](=O)[O-])c1,14%,19%,-2%,-2,-36%[inhibitor],-13%,-3,-25%,?
CCOC(=O)C1=C(COC(=O)c2cccnc2Cl)NC(=O)NC1C (stereo not given),27%,6%,-5%,2,1%,-6%,-1,-12%,25%
CC(=N\Nc1ccccc1)/C(=N/O)C(=O)Nc1ccccc1,-12%,3%,-13%,-5,2%,-9%,1,?,0%
O=C(NCC1CCCCC1)c1cc2ccccc2cc1O,?,7%,95%[activator],-6,-16%,-87%[inhibitor],-18,23%,0%
O=S(=O)(NCc1ccc(Cl)cc1)c1ccc(N2CCCCS2(=O)=O)cc1,-11%,nt,-6%,nt,nt,-43%[inhibitor],6,29%[9.22 µM],-13%
CCOc1cc(C(C(=O)NCC2CCCO2)N(C(=O)Cn2nnc3ccccc32)c2ccc(C(C)=O)cc2)ccc1O (stereo not given),17%,0%,-4%,12,-2%,-14%,4,-19%,5%
COc1c(Cl)cc(C(=O)NCc2ccco2)cc1Cl,5%,16%,-12%,12,-3%,-22%,3,?,9%
O=C(CSc1nc2ccccc2c(=O)n1-c1ccccc1)N/N=C/C=C/c1ccccc1[N+](=O)[O-],-22%,3%,-15%,-23,-3%,-43%[inhibitor],-2,1%,8%
O=C(O)/C=C/S(=O)(=O)c1ccc2ccccc2c1,4%,-2%,1%,4,-21%,i,7,6%,0%
